Assay outcomes from PubChem.
USP1 inh = Inhibitors of USP1/UAF1: Primary Screen; 390,000 tested, 0.23% active; AID 743255, 2014; Potency, µM (highest dose often 57.1 µM), for the others: at the top dose activity change, negative = inhibition, actives largely listed as inhibitors; recombinant USP1/UAF1, Ub-Rhodamine cleavage fluorescence; Ubiquitin carboxyl-terminal hydrolase 1 (Homo sapiens), O94782; further: potency means the concentration at half of the fitted maximal effect; on the % scale 0 is the no-effect control and ±100 the full control effect; nearly all actives have a fitted effect of over 60% in size; inactives centre near -12
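USP1/UAF1 complex (1 nM) preincubated 15 min at room temperature with compound, then Ub-Rho substrate (150 nM final) added. Kinetic fluorescence at 480/540 nm over 6 reads at 60 s intervals; 50 mM HEPES pH 7.8, 0.5 mM EDTA, 0.1 mg/ml BSA, 1 mM TCEP, 0.01% Tween-20.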
Vif-APOBEC3F blk = qHTS for Inhibitors of Vif-A3F Interactions: qHTS; 390,000 tested, 0.2% active; Potency, µM (doses to about 46.1 µM), for inactives: top-dose activity, negative = active; HeLa A3F-eYFP + Vif (tagged APOBEC3F with the HIV-1 protein that degrades it), YFP fluorescence increase; AID 602313, 2012; further: potency means the concentration at half of the fitted maximal effect; % of control where 0% means no effect; nearly all actives have a fitted effect of over 65% in size
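Fluorescence increase (Ex 488/Em 500-530) after overnight compound treatment at 37 deg C flags inhibition of Vif-driven A3F-eYFP loss in stable HeLa A3F-eYFP/Vif cells seeded overnight beforehand.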
Vif-A3G inh = qHTS for Inhibitors of Vif-A3G Interactions: qHTS; 410,000 tested, 0.076% active; DNA dC->dU-editing enzyme APOBEC-3G (Homo sapiens), Q9HC16; Potency, µM (doses to about 46.1 µM), without a hit: at the top dose activity, negative = active, usual class: inhibitors; HeLa A3G-eYFP + Vif (tagged APOBEC3G with the HIV-1 protein that degrades it), YFP fluorescence, overnight;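 further: potency means the concentration at half of the fitted maximal effect; on the % scale 0 is the no-effect control and ±100 the full control effect; nearly all actives have a fitted effect of over 60% in size; hits raise eYFP signal because A3G escapes Vif-driven loss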
Target sequence (Q9HC16 whole entry, looked up): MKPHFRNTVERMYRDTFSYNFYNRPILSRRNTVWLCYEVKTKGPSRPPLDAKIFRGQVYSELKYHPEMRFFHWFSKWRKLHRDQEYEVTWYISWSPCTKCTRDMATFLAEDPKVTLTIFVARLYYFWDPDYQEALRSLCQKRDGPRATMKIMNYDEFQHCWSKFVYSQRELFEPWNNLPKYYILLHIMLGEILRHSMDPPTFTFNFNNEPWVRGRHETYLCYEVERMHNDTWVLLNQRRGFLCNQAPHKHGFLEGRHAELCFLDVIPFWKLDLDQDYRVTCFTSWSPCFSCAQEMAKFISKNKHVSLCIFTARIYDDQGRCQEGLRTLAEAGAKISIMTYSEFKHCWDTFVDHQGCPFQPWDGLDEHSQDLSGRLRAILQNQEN
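Read-out is eYFP fluorescence (Ex 488/Em 500-530) from Vif-expressing HeLa A3G-eYFP cells; more signal means A3G escaped Vif-mediated degradation. Cells plated overnight, compound pinned in, incubated overnight at 37 deg C.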
RGS4 inhibitor = Inhibitors of Regulator of G Protein Signaling (RGS) 4: qHTS. Regulator of G-protein signaling 4 (Homo sapiens), P49798. Transcreener GDP fluorescence polarization, RGS4-accelerated GTP hydrolysis. Potency, µM (doses to about 114 µM), for inactives: at the top dose activity change, negative = inhibition, most hits filed as inhibitors. 390,000 tested, 0.039% active; further: potency means the concentration at half of the fitted maximal effect; on the % scale 0 is the no-effect control and ±100 the full control effect; nearly all actives have a fitted effect of over 75% in size; some results filed as inactive show a strong effect at the top dose
Target sequence (P49798 whole entry, looked up): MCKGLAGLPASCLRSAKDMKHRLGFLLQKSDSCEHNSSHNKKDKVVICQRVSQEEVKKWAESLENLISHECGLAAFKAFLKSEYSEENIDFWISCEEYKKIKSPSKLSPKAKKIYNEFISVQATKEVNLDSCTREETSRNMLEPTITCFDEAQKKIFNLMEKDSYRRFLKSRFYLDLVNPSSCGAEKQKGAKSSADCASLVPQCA
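MLSMR compounds (23 nl, pin-transferred) preincubated 10 min at room temperature with a 500nM (2x) first reagent, then RGS4 at 900nM (2x) plus Transcreener GDP mix added; fluorescence polarization (620/688 nm) read before and after 90 min at 30 °C.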
LDHA inh = qHTS assay for inhibitors of human lactate dehydrogenase; 480,000 tested, 0.15% active; AID 1347041, 2019; purified LDHA, NADH/diaphorase-resazurin fluorescence; stronger effect = lower value; activity change, % (values are at about 110 or 230 µM); in the data active means activity change below about -30%; inconclusive means mostly about -25% to -30%;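 further: plate controls were DMSO wells for no effect and wells without enzyme for full effect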
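LDH5 2 nM; NADH 0.06 mM, pyruvate 0.2 mM; 200 mM Tris pH 7.4, EDTA, Tween-20; 5 min RT. Detection: diaphorase 0.133 mg/mL + resazurin 37 µM, fluorescence ex540/em590 at 0 and 20 min; normalized to enzyme-free and DMSO wells.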
mIDH1 inhibitor = qHTS for Inhibitors of mutant isocitrate dehydrogenase 1 (IDH1): qHTS; Potency, µM (highest dose often 76.6 µM), for the others: top-dose activity change, negative = inhibition, actives largely listed as inhibitors; 390,000 tested, 0.093% active; Isocitrate dehydrogenase [NADP] cytoplasmic (Homo sapiens), O75874; IDH1-R132H enzyme, NADPH consumption, diaphorase/resazurin fluorescence; further: potency means the concentration at half of the fitted maximal effect; on the % scale 0 is the no-effect control and ±100 the full control effect; nearly all actives have a fitted effect of over 65% in size
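IDH1-R132H (0.5 ug/mL) preincubated 30 min with compound, then NADPH (0.016 mM) and alpha-KG (2 mM) added; 80 min at RT, pH 7.5. Remaining NADPH coupled via diaphorase/resazurin to fluorescence (540/590 nm); concentration-response curves normalized to no-enzyme control.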
TrxR1 inh = qHTS Assay for Inhibitors of Mammalian Selenoprotein Thioredoxin Reductase 1 (TrxR1): qHTS. Thioredoxin reductase 1, cytoplasmic (Rattus norvegicus), O89049. recombinant rTrxR1, NADPH fluorescence consumption, selenite substrate. Potency, µM (series often up to 114 µM), for the others: at the highest dose activity change, negative = inhibition, hits mostly inhibitors. 390,000 tested, 1% active. AID 588453, 2011; further: potency means the concentration at half of the fitted maximal effect; on the % scale 0 is the no-effect control and ±100 the full control effect; nearly all actives have a fitted effect of over 65% in size
Target sequence (O89049 whole entry, looked up): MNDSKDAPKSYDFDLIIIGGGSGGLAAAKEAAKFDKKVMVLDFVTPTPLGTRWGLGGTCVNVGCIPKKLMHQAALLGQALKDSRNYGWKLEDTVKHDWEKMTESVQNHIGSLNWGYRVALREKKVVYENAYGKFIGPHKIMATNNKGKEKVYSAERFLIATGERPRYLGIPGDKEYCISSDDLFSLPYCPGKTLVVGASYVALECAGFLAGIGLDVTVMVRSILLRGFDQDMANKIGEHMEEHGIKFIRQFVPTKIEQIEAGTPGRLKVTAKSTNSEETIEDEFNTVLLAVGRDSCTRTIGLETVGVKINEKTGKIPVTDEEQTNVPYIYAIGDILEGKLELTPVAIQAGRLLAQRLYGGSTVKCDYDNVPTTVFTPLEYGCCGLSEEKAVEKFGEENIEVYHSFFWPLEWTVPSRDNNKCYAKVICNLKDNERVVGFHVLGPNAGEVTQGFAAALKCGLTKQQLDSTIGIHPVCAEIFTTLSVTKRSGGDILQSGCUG
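Rat TrxR1 (90 nM in the dispensed reagent) was pre-reduced with 400 uM NADPH for 5 min at room temperature, then incubated with compound for 15 min. After 400 uM selenite was added, NADPH fluorescence (Ex 340/Em 450 nm) was followed for 8 min.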
TrxR1 substrate = qHTS Assay for Substrates of Mammalian Selenoprotein Thioredoxin Reductase 1 (TrxR1): qHTS. Thioredoxin reductase 1, cytoplasmic (Rattus norvegicus), O89049. purified TrxR1 substrate turnover, NADPH consumption readout. Potency, µM (doses to about 114 µM), inactives show at the highest dose activity change, negative = substrate turnover. 390,000 tested, 0.01% active; further: potency means the concentration at half of the fitted maximal effect; on the % scale 0 is the no-effect control and ±100 the full control effect; nearly all actives have a fitted effect of over 50% in size
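Rat TrxR1, dispensed at 90 nM, was prereduced with 400 uM NADPH (final) for 5 min at ~22 deg C, then incubated with compound 15 min before 400 uM selenite. A first-read NADPH fluorescence drop versus no-compound background flagged substrates.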
GRP78 ERSR act = qHTS for Inducers of the Endoplasmic Reticulum Stress Response (ERSR) in Human Glioma: qHTS. U87-MG GRP78 promoter luciferase reporter, 16 h. Potency, µM, inactives show at the top dose activation, actives largely listed as activators. 420,000 tested, 0.02% active. AID 602332, 2012; further: potency means the concentration at half of the fitted maximal effect; series mostly up to about 76 µM; % of control where 0% means no effect; nearly all actives have a fitted effect of over 35% in size
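Stably transfected U87-MG glioma cells carrying a GRP78-based luciferase sensor; 16 h compound incubation. Luminescence end-point read 10 min after Bright-Glo addition at room temperature.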
An asterisk follows results filed as active; ? = inconclusive; . = not tested or not shown; & = joins results of further samples; [ ] = remark or other dose. Unless noted, the call rests on the fitted dose curve; in most records, active means well fitted curve in the direction sought with a large enough effect; inconclusive means small, poorly fitted or top-dose-only effect, or another doubt; inactive means no such curve, though single readings can be large; an effect the other way counts as inactive or inconclusive.

(1) COc1cccc(NC(=O)C2C3C=CC(C3)C2C(=O)O)c1 (stereo not given)
(2) O=C(O)c1ccc(-n2ncc3c2/C(=C/c2cccc([N+](=O)[O-])c2)CC3)cc1
(3) COc1ccc(-n2c3c(cc(-c4nc(-c5ccc(Cl)cc5)cs4)c2=O)C(=O)CC(C)(C)C3)cc1
(4) FC(F)(F)c1ccc(N/N=C/c2cccnc2)nc1
(5) CCc1ccc(-n2c(C)n[nH]c2=S)cc1
(6) CC(C)NCC(O)COc1ccc(Br)cc1 (stereo not given)

Compound,1,2,3,4,5,6
USP1 inh,-5%,-15%,-20%,1%,-28%,?
Vif-APOBEC3F blk,23%,2%,-25%,21%,-10%,-3%
Vif-A3G inh,5%,-5%,4%,1%,0%,0%
RGS4 inhibitor,-37%,-2%,-18%,10%,24%,13%
LDHA inh,-4,-1,3,-4,-20,-4
mIDH1 inhibitor,-2%,6%,7%,13%,-1%,-3%
TrxR1 inh,2%,3%,11%,-7%,-4%[57.1 µM],9%
TrxR1 substrate,-2%,4%,9%,-8%,6%[57.1 µM],5%[57.1 µM]
GRP78 ERSR act,1%,4%,-3%,4%,-2%,0%

(7) C[C@@H](C(=O)Nc1ccccc1N1CCOCC1)N1C(=O)C2CCCCC2C1=O (stereo not given in full)
(8) COc1ccccc1NC(=O)c1[nH]c(C)c(C(C)=O)c1C
(9) CC(=O)Nc1ccc(C(=S)NCc2ccco2)cc1
(10) CCOCCCNC(=O)C(NC(=O)c1ccccc1O)c1ccc(C)cc1 (stereo not given)
(11) S=c1[nH]nc(-c2ccco2)n1/N=C/c1ccc(Cl)cc1
(12) COc1ccc(COc2cc(-c3cccc(OC)c3)nc3ccc(NC(=O)c4ccc(C)cc4)cc23)cc1

Compound,7,8,9,10,11,12
USP1 inh,-29%,5%,-20%,-7%,-12%,-14%
Vif-APOBEC3F blk,-12%,-1%,12%,-6%,7%,-2%
Vif-A3G inh,2%,-11%,0%,3%,0%,-30%
RGS4 inhibitor,1%,-11%,-37%,-3%,-43%,-2%
LDHA inh,-5,2&-1,-1,6,-7,-1
mIDH1 inhibitor,2%,4%,6%,12%,2%,-7%
TrxR1 inh,16%,-8%[57.1 µM],-9%,13%[57.1 µM],-22%,26%[57.1 µM]
TrxR1 substrate,-4%[57.1 µM],4%,2%,26%[57.1 µM],-5%,25%[57.1 µM]
GRP78 ERSR act,-3%,-2%,3%,1%,-4%,-5%&0%

(13) NC(=O)c1cc2ccccc2o/c1=N\NC(=O)c1ccco1
(14) COc1ccc(N2CCN(c3c4c(nc5nncn35)CCC4)CC2)cc1
(15) C=CCNC(=S)N1CCC(C(=O)c2ccc(F)cc2)CC1
(16) COc1ccccc1NC(=O)NCCc1ccccc1
(17) Cc1ccc(NS(=O)(=O)c2ccc3c(c2)n(C)c(=O)n3C)cc1
(18) O=C(CSc1ccccc1)Nc1cc(Cl)ccc1Oc1ccccc1

Compound,13,14,15,16,17,18
USP1 inh,0%,17%,-17%,-21%,-21%,-6%
Vif-APOBEC3F blk,2%,.,6%,0%,5%,-17%
Vif-A3G inh,3%,.,-5%,-1%,0%,-2%
RGS4 inhibitor,-5%,-10%,3%,1%,-9%,4%
LDHA inh,-5,-7,-11,-6,-1,-2
mIDH1 inhibitor,-2%,.,0%,-2%,0%,3%
TrxR1 inh,-3%,9%,15%,18%,6%,-17%
TrxR1 substrate,-8%,-2%,11%[57.1 µM],3%,-6%,-2%
GRP78 ERSR act,1%,.,-2%,-4%,-5%,-3%

Ordered by the number under USP1 inh (high to low): three of the compounds above
No.	SMILES	USP1 inh	Vif-A3G inh	RGS4 inhibitor	TrxR1 inh	TrxR1 substrate	GRP78 ERSR act
13	NC(=O)c1cc2ccccc2o/c1=N\NC(=O)c1ccco1	0%	3%	-5%	-3%	-8%	1%
10	CCOCCCNC(=O)C(NC(=O)c1ccccc1O)c1ccc(C)cc1 (stereo not given)	-7%	3%	-3%	13%[57.1 µM]	26%[57.1 µM]	1%
17	Cc1ccc(NS(=O)(=O)c2ccc3c(c2)n(C)c(=O)n3C)cc1	-21%	0%	-9%	6%	-6%	-5%

Additional records follow:
(19) COc1ccccc1NC(=O)CCC(=O)OC(C)C(=O)c1ccccc1 (stereo not given)
(20) N/C(CSc1ncccc1C(F)(F)F)=N\O
(21) Cc1cc(C)c(NC(=O)Cn2c(=O)n(Cc3ccco3)c(=O)c3ccccc32)c(C)c1
(22) O=C(Cc1coc2cc3c(cc12)CCC3)OCc1cc(=O)n2c(n1)sc1ccccc12
(23) COc1ccc(CNc2nc3c(-c4ccccc4)nnn3c3ccccc23)cc1
(24) O=C(Cc1csc2ccccc12)NCc1cccc(Br)c1

Compound,19,20,21,22,23,24
USP1 inh,-7%,-1%,-6%,-11%,-14%,19%
Vif-APOBEC3F blk,-7%,5%,-3%,-2%,-26%,-1%
Vif-A3G inh,1%,2%,-24%,-1%,-1%,2%
RGS4 inhibitor,2%,26%,-13%,-17%,7%,5%
LDHA inh,-11,-1,-5,-4,3,-2
mIDH1 inhibitor,3%,5%,8%,4%,12%,4%
TrxR1 inh,30%[57.1 µM],-32%[57.1 µM],-1%[57.1 µM],-9%,20%,-17%
TrxR1 substrate,11%[57.1 µM],-5%[57.1 µM],-7%,8%,86%[activator],-7%
GRP78 ERSR act,-3%,-2%,-10%,-5%,-2%,2%

(25) O=C(COc1ccccc1/C=C\c1[nH]c(=O)[nH]c(=O)c1[N+](=O)[O-])Nc1ccccc1
(26) COc1ccc(C(C(=O)NCCC(C)C)N(CCN2CCOCC2)C(=O)Cn2nnc3ccccc32)c(OC)c1 (stereo not given)
(27) COC(=O)C1=C(C)OC(N)=C(C#N)C1c1cccnc1 (stereo not given)
(28) Cc1cccc(OCc2nnc(SCC(=O)N3CCCC3)o2)c1
(29) CCCc1cc(=O)[nH]c(SCC(=O)N2CCc3cc(OC)c(OC)cc3C2)n1
(30) COc1ccc(/C=N/Nc2cc(C)nc(NS(=O)(=O)c3ccc(C)cc3)n2)cc1

Compound,25,26,27,28,29,30
USP1 inh,-25%,-8%,-6%,2%,3%,-24%
Vif-APOBEC3F blk,1%,5%,-9%,3%,0%,2%
Vif-A3G inh,-2%,0%,-2%,0%,0%,-6%
RGS4 inhibitor,?,-34%,-11%,20%,6%,-8%
LDHA inh,-7,-7,7,-5,2,-2
mIDH1 inhibitor,41µM*,-3%,7%,-8%,-3%,-5%
TrxR1 inh,?,12%[11.4 µM],-14%,17%,-23%,-19%
TrxR1 substrate,-6%,12%[57.1 µM],4%,0%,-13%,-11%
GRP78 ERSR act,-3%,-4%,0%,-2%,2%,7%

(31) Cc1cc(C)c(C#N)c(SCC(=O)Nc2ccccc2)n1
(32) O=C(Cc1c(F)cccc1Cl)N/N=C/c1cccnc1
(33) CC(OC(=O)Cn1cnc2c1c(=O)n(C)c(=O)n2C)C(=O)NC(C)c1ccc(Cl)cc1Cl (stereo not given)
(34) O=C(NCCCN1CCCC1=O)c1cc2nc(-c3ccco3)cc(C(F)(F)F)n2n1
(35) CCOc1ccc(C(=O)NCCc2sc(-c3ccc(C)cc3)nc2C)cc1
(36) COc1ccccc1NC(=O)CC1COc2ccccc2O1 (stereo not given)
(37) CC(C)Sc1nc2ccccc2n1CC(=O)NCc1ccc2c(c1)OCO2
(38) CCc1nc(N)c(C#N)c(-c2ccc(F)cc2)c1C

Compound,31,32,33,34,35,36,37,38
USP1 inh,-16%,-7%,?,-1%,-21%,-26%,-13%,-16%
Vif-APOBEC3F blk,-1%,-21%,3%,8%,-4%,0%,-9%,-1%
Vif-A3G inh,-1%,-5%,0%,0%,-1%,-2%,-1%,0%
RGS4 inhibitor,27%,51%,-16%,6%,17%,5%,-17%,9%
LDHA inh,-14,-1,0,-2,-1,-10,-9,1
mIDH1 inhibitor,3%,-10%,3%,-4%,0%,4%,-1%,4%
TrxR1 inh,-9%[57.1 µM],19%,1%,-7%,16%[57.1 µM],11%,12%,-6%
TrxR1 substrate,-8%[57.1 µM],-3%,-6%,48%[activator],5%[57.1 µM],1%,9%,-3%
GRP78 ERSR act,4%,-3%,-1%,2%,-1%,0%,-3%,-4%

The list is partial; rates above refer to the full screens.
